OXTR agonist – agonists of human oxytocin receptor. P30559. CHO-OTR cells, Fluo-8 calcium fluorescence; normalized: DMSO 0%, oxytocin 100%. activation, % at 3 µM. hit rate 0.32% among 320,000;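 active means activation above the mean of all tested compounds plus 3 SD, cutoff set per screening run, cut at about 20% in these data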;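 further: peak over basal fluorescence ratio from a 100 s FLIPR kinetic read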
MEKK3 PB1 HTS – raises or lowers MEK5 binding to the human MEKK3 PB1 domain | bead-based flow cytometry, Alexa488-MEK5 binding to MEKK3; actives lie on both sides; 0 = blocked by unlabeled MEK5, 100 = vehicle | Q99759 | hit rate 1.4% among 290,000 | AID 1529 | binding response (% of control), % at 10 µM;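 active means binding response more than 3 SD above or below the average of its plate-row segment, actives on both sides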;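 further: Alexa488 bead fluorescence after subtracting the streptavidin-only scavenger bead signal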
MEKK2 mut-MEK5 – signal of MEK5 binding to mutant human MEKK2 PB1 domain | bead flow cytometry, Alexa488-MEK5 binding to MEKK2 mutant | percent response, % at 10 µM | hit rate 0.35% among 290,000; in the data active means percent response above about 24%, passing the limit was not always enough; further: inactives centre near 1; some results filed as inactive read as strong as hits; reference of the scale not given here
NALP1 yeast inh – inhibitors of NALP1 inflammasome in yeast; S. cerevisiae NALP1/ASC/caspase-1 growth, X-gal OD620, 72 h; inhibition, % at 10 µM; hit rate 0.61% among 280,000; AID 2071; in the data active means inhibition mostly above about 24%, no sharp cut-off; inactive means mostly below about 32%; further: some compounds called inactive have numbers as strong as hits
GPR7 antag – antagonists of human GPR7 (neuropeptides B/W receptor 1) | inhibition, % at 4.4 µM | AID 1861 | hit rate 1.1% among 290,000 | GPR7-expressing cells, fluorescence antagonist assay | P48145; in the data active means inhibition above about 16%, passing the limit was not always enough;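 further: cells stimulated with the agonist NPW; 0% = agonist with vehicle and 100% = vehicle without agonist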
Target sequence (P48145 whole entry, looked up): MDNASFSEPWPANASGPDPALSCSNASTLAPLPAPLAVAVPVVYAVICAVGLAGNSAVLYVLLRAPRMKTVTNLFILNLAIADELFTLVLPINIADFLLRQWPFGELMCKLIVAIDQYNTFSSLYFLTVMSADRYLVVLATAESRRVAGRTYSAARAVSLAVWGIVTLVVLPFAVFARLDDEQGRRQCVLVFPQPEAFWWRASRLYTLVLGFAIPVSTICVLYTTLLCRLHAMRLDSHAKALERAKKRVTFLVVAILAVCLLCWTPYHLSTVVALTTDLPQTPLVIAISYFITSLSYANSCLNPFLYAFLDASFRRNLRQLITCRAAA
GalR3 antag – blocks the human galanin receptor 3 | O60755 | HEK293 GalR3-CNG cAMP membrane potential fluorescence; galR3 body fused to GalR1 C-terminus | inhibition, % at 3 µM | hit rate 0.44% among 360,000 | AID 651719;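 active means inhibition above the screen-wide average plus 3 SD, cut at about 13% in these data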;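 further: forskolin and galanin both at EC90 stimulate the cells; cAMP rise reported by CNG channel membrane potential dye signal; 0% = forskolin plus galanin with DMSO and 100% = forskolin alone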
Target sequence (O60755 1-299 limits assumed): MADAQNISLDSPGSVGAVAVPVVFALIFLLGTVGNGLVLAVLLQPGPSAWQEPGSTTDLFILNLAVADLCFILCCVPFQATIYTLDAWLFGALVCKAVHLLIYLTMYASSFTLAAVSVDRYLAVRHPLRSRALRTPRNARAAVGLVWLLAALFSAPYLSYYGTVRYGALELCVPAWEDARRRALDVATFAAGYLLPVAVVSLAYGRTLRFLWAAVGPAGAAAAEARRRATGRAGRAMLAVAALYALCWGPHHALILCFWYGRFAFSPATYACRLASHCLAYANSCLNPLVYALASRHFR
MEKK2 WT-MEK5 – raises or lowers MEK5 binding to wildtype human MEKK2 PB1 domain | Q9Y2U5 | bead flow cytometry, Alexa488-MEK5 binding to MEKK2 WT; actives lie on both sides | binding response (% of control), % at 10 µM | hit rate 1.1% among 290,000 | AID 1531; in the data active means binding response below about 67% or above about 130%
PHOSPHO1 inh – inhibitors of human PHOSPHO1 phosphatase; Q8TCT1; recombinant PHOSPHO1, absorbance phosphatase assay; inhibition, % at 13.3 µM; hit rate 1.1% among 290,000; in the data active means inhibition above about 60%
V1R ag counter – activates human V1a receptor in oxytocin agonist counter-screen | CHO-V1R cells, Fluo-8 calcium fluorescence, agonist mode; 0% DMSO, 100% 3 nM vasopressin | hit rate 0.25% among 320,000 | P37288 | activation, % at 3 µM | AID 2797;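 active means activation above the mean activation of all tested compounds plus 3 SD, per screening run, cut at about 20% in these data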;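 further: signal is peak over basal fluorescence ratio across a 100 second FLIPR read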
Target sequence (P37288 whole entry, looked up): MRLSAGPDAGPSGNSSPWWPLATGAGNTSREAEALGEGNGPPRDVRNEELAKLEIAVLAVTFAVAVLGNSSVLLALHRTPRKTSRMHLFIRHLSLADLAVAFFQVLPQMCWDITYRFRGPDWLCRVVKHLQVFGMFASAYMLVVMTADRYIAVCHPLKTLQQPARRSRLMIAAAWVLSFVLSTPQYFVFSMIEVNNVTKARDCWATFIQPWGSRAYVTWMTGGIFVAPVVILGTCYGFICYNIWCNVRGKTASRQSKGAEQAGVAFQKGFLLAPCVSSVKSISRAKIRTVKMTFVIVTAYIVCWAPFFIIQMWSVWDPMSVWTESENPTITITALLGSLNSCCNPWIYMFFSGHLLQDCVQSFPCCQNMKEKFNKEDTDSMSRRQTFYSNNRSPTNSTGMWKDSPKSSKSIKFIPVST
Numbers without * were called inactive; / = not tested or not shown; [ ] = remark or other dose.

SMILES | OXTR agonist | MEKK3 PB1 HTS | MEKK2 mut-MEK5 | NALP1 yeast inh | GPR7 antag | GalR3 antag | MEKK2 WT-MEK5 | PHOSPHO1 inh | V1R ag counter
Cn1nnc2cc(C(=O)N3CCN(c4ccccc4)CC3)ccc21 | -1.1 | 107 | 3 | 7 | -4 | -1 | 107 | 7 | 0.4
O=C(O)CCN1C(=O)C2C3C=CC(C3)C2C1=O (configuration not stated) | 1.2 | 101 | 3 | -2 | -13 | 3 | 103 | -8 | 0.9
COC(=O)c1c(NC(=O)c2ccc(S(=O)(=O)N3CCOCC3)cc2)sc2c1CCN(C)C2 | -0.5 | 104 | 11 | 6 | -14 | -5 | 110 | -6 | -0.5
CCC1(c2ccc(F)cc2)NC(=O)N(CC(=O)Nc2ccccc2Cl)C1=O (configuration not stated) | 23* | 103 | 1 | 5 | 20 | -9 | 107 | 31 | 22*
O=C1CC(c2ccc(F)cc2)Cc2nc(N3CCOCC3)ncc21 (configuration not stated) | 2.2 | 104 | 6 | 20 | -15 | 2 | 102 | -13 | 2.3
Cc1ccccc1-c1nc(CN2CCC(C(=O)N3CCN(c4ccccn4)CC3)CC2)c(C)o1 | 0.6 | 104 | 7 | -18 | -2 | -2 | 112 | -4 | 1.9
CN(C)S(=O)(=O)c1ccc(C(=O)Nc2cccc(C(=O)N3CCOCC3)c2)cc1 | 0.3 | 102 | 4 | 7 | 12 | 0 | 102 | 16 | 0.9
Cc1cc(=O)[nH]c(SCC(=O)Nc2ccc(Br)cn2)n1 | -0.7 | 100 | 2 | 30 | -7 | -2 | 103 | 2 | 0.4
COc1cc(S(=O)(=O)Nc2cc(C)cc(C)c2)ccc1F | -0.7 | 95 | -1 | 6 | 4 | -3 | 94 | 11 | -0.4
COc1ccc(SN=C2C(C)=CC(=O)C=C2C)cc1 | -2.5 | 104 | -1 | 2 | -1 | -4 | 101 | -234 | -1.9
Cc1cc(C)n(-c2ccc(C(=O)Nc3nnc(C4CC4)s3)cc2)n1 | 0.7 | 94 | 0 | 11 | 7 | 0 | 96 | 14 | 0.8
Cc1cc2cc(C)c(NCCNC(=O)c3cccs3)nc2cc1C | 3.2 | 99 | 3 | 9 | -2 | -8 | 118 | 37 | 3.7
O=C(CSc1ncn[nH]1)Nc1ncc(C(F)(F)F)cc1Cl | -0.2 | 103 | -2 | -11 | -2 | -6 | 98 | -4 | 0.7
O=C(NCCC1=CCCCC1)C1CC(=O)N(Cc2ccccc2)C1 (configuration not stated) | -0.5 | 99 | 4 | 6 | -4 | 1 | 102 | -5 | -0.6
CCN(CC#CCC1(O)c2ccccc2-c2ccccc21)CCO | 0.4 | 77*[inhibitor] | -13 | 16 | 0 | 1 | 84 | -5 | 0.5

An excerpt of these results, as comma-separated lines.
smiles,OXTR agonist,MEKK3 PB1 HTS,MEKK2 mut-MEK5,NALP1 yeast inh,GPR7 antag,GalR3 antag,MEKK2 WT-MEK5,PHOSPHO1 inh,V1R ag counter
O=C(O)CCN1C(=O)C2C3C=CC(C3)C2C1=O (configuration not stated),1.2,101,3,-2,-13,3,103,-8,0.9
O=C(CSc1ncn[nH]1)Nc1ncc(C(F)(F)F)cc1Cl,-0.2,103,-2,-11,-2,-6,98,-4,0.7
O=C1CC(c2ccc(F)cc2)Cc2nc(N3CCOCC3)ncc21 (configuration not stated),2.2,104,6,20,-15,2,102,-13,2.3

Further compounds:
SMILES | OXTR agonist | MEKK3 PB1 HTS | MEKK2 mut-MEK5 | NALP1 yeast inh | GPR7 antag | GalR3 antag | MEKK2 WT-MEK5 | PHOSPHO1 inh | V1R ag counter
CC(=O)c1cccc(NC(=O)Cc2ccc3c(c2)CCCC3)c1 | 6.2 | 103 | 4 | 6 | 2 | 1 | 100 | 18 | 4.2
CCCc1nn(C)c2c1C(c1ccncc1)C(C#N)=C(N)O2 (configuration not stated) | 0.2 | 98 | 4 | 8 | 9 | -1 | 98 | -30 | 0.2
O=C(NC(=S)Nc1ccc(CN2CCCCC2)cc1)c1cc2ccccc2o1 | 2.3 | 109 | 10 | 1 | -12 | 2 | 129 | 2 | 0.8
COC(=O)c1cc(C)sc1NC(=O)c1ccco1 | -1.2 | 99 | 2 | 15 | -2 | -4 | 104 | 33 | 0.4
CCn1c(SCC(=O)Nc2nccs2)nnc1-c1ccc(S(=O)(=O)N2CCCCC2)cc1 | 3.5 | 98 | -1 | 11 | -15 | -6 | 104 | -38 | 6.3
COCCn1c(=NC(=O)CN2C(=O)CCC2=O)sc2cc(S(N)(=O)=O)ccc21 | -0.3 | 99 | 3 | 5 | 1 | -11 | 101 | -2 | 0.3
O=C(/C=C/c1ccco1)Nc1scc(-c2ccccc2)c1C(=O)O | 0.1 | 99 | -3 | -9 | -5 | -6 | 95 | -8 | 0.6
CC(=C\c1ccco1)/C=C1/SC(=S)N(CC(=O)O)C1=O | -0.3 | 82 | -19 | / | -1 | -2 | 87 | 22 | 0.3
COCCNC(=O)c1ccccc1N(Cc1ccccc1)S(=O)(=O)c1ccc(C)cc1 | -0.6 | 87 | -1 | 0 | -5 | -3 | 88 | 1 | -0.3
CCc1ccccc1NC(=O)Nc1ccc2c(c1)OCO2 | -0.8 | 91 | -5 | 0 | -9 | -4 | 91 | 50 | 0.6
C#Cc1ccc([C@H]2C=C(C(=O)Nc3ccccc3)O[C@@H](OCc3ccc(CO)cc3)C2)cc1 | 0.4 | 110 | 1 | / | / | / | 89 | 13 | 0.4
CCN(CC)C(=O)Cn1cnc2sc(C(=O)N3CCN(c4ccc(OC)cc4)CC3)c(C)c2c1=O | 2.4 | 103 | 4 | 2 | -9 | -4 | 101 | 14 | 1.9
CC(=O)NC(=S)Nc1cccc2ccc(C)nc12 | 0.8 | 98 | -1 | / | -21 | -7 | 100 | 22 | -0.7
O=C(c1ccccc1)c1cccc(NC(=O)C2CC2)c1 | -0.8 | 99 | 2 | -10 | -1 | -3 | 105 | 12 | 0.3
Cc1ccc(C2/C(=C(/O)c3ccc(Br)cc3)C(=O)C(=O)N2Cc2ccco2)o1 (configuration not stated) | -0.8 | 102 | 5 | 3 | -4 | -1 | 103 | -9 | 1.5
O=C(Nc1ccc(/C=C/c2nc3ccccc3o2)cc1)c1c(F)cccc1F | 2.6 | 101 | -3 | / | 9 | -3 | 98 | -9 | 2.1
Cc1cccc2cc3c(NC(=O)CC(C)C)nn(C)c3nc12 | -1.3 | 103 | 5 | -31 | -3 | -1 | 106 | 11 | -0.2
O=C(Cc1ccc([N+](=O)[O-])cc1)N1CCN(c2ccc([N+](=O)[O-])cc2)CC1 | 6.7 | 107 | 9 | -58 | 11 | -7 | 106 | / | 8.8
Cc1ccc(-n2nc3ccc(NC(=O)/C=C/c4ccco4)cc3n2)cc1 | -0.7 | 99 | -2 | 23 | -6 | -4 | 95 | -6 | -1.1
O=C(Cn1cncn1)NCc1cc(F)ccc1F | 0.7 | 105 | 9 | 1 | -9 | -1 | 103 | 10 | 0.5
O=c1c2ccccc2c(C=Nc2ccc(Cl)cn2)c(O)n1-c1cc(Cl)ccc1N1CCOCC1 | -0.3 | 2.0*[inhibitor] | -46 | 10 | 4 | -2 | 2.0*[inhibitor] | 11 | -0.6
O=C(Nc1ccc(S(=O)(=O)N2CCCCC2)cc1)C1CC(=O)N(c2ccccc2)C1 (configuration not stated) | 0.6 | 102 | -1 | 7 | 22 | -9 | 99 | 35 | 1.7
O=C(CSc1nnc(CNC(=O)c2ccco2)o1)Nc1ccccc1 | -0.2 | 118 | -1 | 3 | -10 | 2 | 105 | -30 | 4.1
O=C(CSc1nnc(CNC(=O)c2c(F)cccc2Cl)o1)NC1CCCC1 | -0.2 | 96 | 2 | 1 | -8 | -9 | 96 | 49 | 0.5
CC(C)OCC(O)Cn1c(N2CCCC2)nc2c1c(=O)[nH]c(=O)n2C (configuration not stated) | 1.4 | 93 | -4 | 15 | 1 | -2 | 97 | -7 | 0.7
CCOc1ccc(CN2CCN(Cc3cccc4c3OCO4)CC2CCO)cc1 (configuration not stated) | 3.2 | 104 | 1 | -4 | -20 | 7 | 103 | 48 | 1.6
COc1ccc(CC(NC(C)=O)C(=O)NC2CCN(c3nc(C)cc(C)c3C#N)CC2)cc1OC (configuration not stated) | 0.1 | 101 | 2 | 8 | -7 | -5 | 101 | 15 | 6.4
COc1ccc(Cl)cc1NC(=O)CNCc1cccs1 | -0.6 | 101 | 4 | 2 | 8 | -10 | 103 | 10 | 0.2
O=C(CNC1CCCCC1)Nc1ccc(S(=O)(=O)N2CCCCC2)cc1 | 7.7 | 98 | 11 | 6 | 13 | -5 | 102 | 11 | 2.4
CCOc1cccc(OCCCNCCCOC)c1 | 0.5 | 104 | 2 | 1 | -11 | -5 | 103 | 32 | 0.2
c1ccc(-c2ccccc2OCCCCn2ccnc2)cc1 | 2.6 | 97 | 6 | 8 | -14 | -8 | 112 | 3 | 1.2
CCOc1ccc2[nH]c3c(NCCCOC)ncnc3c2c1 | / | 102 | 5 | 9 | -12 | 2 | 103 | 1 | /
O=C(CSc1nc(-c2ccccc2Cl)ns1)c1ccc(Cl)cc1 | -0.8 | 100 | -2 | 42 | -3 | -5 | 105 | -9 | 1.0
CCn1c(=O)c(C(=O)Nc2ccccc2S(N)(=O)=O)c(O)c2ccccc21 | 0.8 | 94 | -1 | -25 | -13 | -1 | 96 | -6 | 2.8
COc1ccc(CC(=O)NC(C)c2nnc(SCC(=O)Nc3nc(C)cs3)n2C)cc1 (configuration not stated) | 0.1 | 101 | -8 | 17 | -5 | 0 | 101 | 6 | 0.0
CC(Nc1nc(-c2ccc(F)cc2)cs1)c1nc2cc(C(F)(F)F)ccc2n1CCOCCO (configuration not stated) | 0.3 | 97 | -1 | / | / | -2 | 98 | / | 0.1
Cc1[nH]c2ccc(-c3n[nH]c(=S)n3C)cc2c1C | 3.4 | 111 | 7 | -41 | 0 | -2 | 111 | 98* | 0.5
CCNC(=S)NN=C1c2ccccc2-c2ccccc21 | -1.1 | 94 | -7 | 3 | -8 | -2 | 96 | 24 | -0.5
CCn1c(SCC(=O)N2CCCc3ccccc32)nnc1-c1c[nH]c2ccccc12 | 0.6 | / | / | 9 | 2 | -1 | / | -20 | 0.5
CCCc1nc2ccccc2c(C(=O)O)c1CC | 0.8 | / | / | -8 | 15 | -6 | / | -1 | -0.1
Cc1c(CNCCc2ccc(Cl)cc2)c(C(=O)O)c(C)n1-c1ccccc1 | / | 97 | 1 | 5 | -15 | -9 | 103 | 32 | /
CCN(CC)c1ccc(NC(=O)COc2ccccc2C#N)cc1S(=O)(=O)Nc1ccccc1OC | 0.4 | 104 | 1 | 15 | -8 | -2 | 105 | -7 | 1.6
C=C[C@@](C)(O)CC[C@@H]1[C@@]2(C)CCCC(C)(C)[C@@H]2CC[C@@]1(C)O | 0.3 | 97 | 1 | -1 | -12 | -5 | 91 | 12 | 5.3
CC(=O)c1cnc2scnn2c1=O | 1.5 | 104 | 4 | -10 | -18 | -2 | 111 | -23 | 0.9
COC(=O)CCC/C=C1\SC[C@@H](NC(=O)c2ccccc2)C1NC(C)=O (some centres not stated) | 0.2 | 100 | 0 | 22 | 0 | -6 | 100 | 16 | 0.6
O=C1NC(c2ccccn2)Nc2sc3c(c21)CCC3 (configuration not stated) | -1.2 | 86 | -7 | -14 | 6 | -5 | 87 | 59 | 1.1
COc1ccccc1NC(CC(=O)c1ccccc1)C(=O)OCC(=O)c1ccc(Br)cc1 (configuration not stated) | -1.1 | 91 | -5 | -3 | 5 | 1 | 87 | -5 | 0.4
COc1ccc(OCC(=O)Nc2ccc(S(=O)(=O)Nc3cc(C)nc(C)n3)cc2)cc1 | 2.0 | 81 | -7 | 13 | 4 | -3 | 85 | -2 | 0.7
